Screens as filed in PubChem.
Tau fluor cs = counter-screen for tau fibril formation inhibitors | actives 0.93% (n = 280,000) | Potency, µM (series often up to 57.7 µM), for the others: at the top dose activity change, negative = decrease | AID 1463 | tau K18 P301L (four-repeat tau fragment) Alexa594 fluorescence, heparin fibrillization; note: potency is the fitted concentration of half-maximal effect; % is set by controls: 0 for no effect and ±100 for the full control effect; nearly all actives have a fitted effect of over 55% in size
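Human K18 P301L tau (15 uM unlabeled plus 0.24 uM Alexa 594-labeled, final) in 100 mM sodium acetate pH 7 was mixed with compound and 20 uM heparin and incubated 6 hr at 37 C.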
aGal spleen mod = inhibitors or activators of human alpha-galactosidase in spleen homogenate; human spleen homogenate, 4MU-alpha-Gal fluorescence, 40 min; actives 0.008% (n = 240,000); Potency, µM (top dose mostly 80 µM), inactives show top-dose activity change, negative = inhibition, hits mostly inhibitors; AID 2107; P06280;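 note: potency is the fitted concentration of half-maximal effect; 0% = enzyme with vehicle and -100% = no enzyme basal signal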
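Human spleen homogenate (1 ug) as enzyme source, 4-methylumbelliferyl-alpha-D-galactopyranoside 1 mM final, citrate/phosphate pH 5.0 with 0.01% Tween-20. Compounds 40 min at 37C, NaOH/glycine stop; fluorescence Ex 365/Em 440, Hill-fit AC50.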
NPSR antag = antagonists of human neuropeptide S receptor cAMP signaling; Q6W5P4; CHO-NPSR cells, cAMP TR-FRET, antagonist mode; Potency, µM (titrated, usually from 38.3 µM), without a hit: at the top dose activity change, negative = inhibition, usual class: inhibitors; actives 1% (n = 220,000); AID 1461; note: potency is the fitted concentration of half-maximal effect; % is set by controls: 0 for no effect and ±100 for the full control effect; nearly all actives have a fitted effect of over 50% in size; many of its hits are not listed in these tables
Target sequence (Q6W5P4 whole entry, looked up): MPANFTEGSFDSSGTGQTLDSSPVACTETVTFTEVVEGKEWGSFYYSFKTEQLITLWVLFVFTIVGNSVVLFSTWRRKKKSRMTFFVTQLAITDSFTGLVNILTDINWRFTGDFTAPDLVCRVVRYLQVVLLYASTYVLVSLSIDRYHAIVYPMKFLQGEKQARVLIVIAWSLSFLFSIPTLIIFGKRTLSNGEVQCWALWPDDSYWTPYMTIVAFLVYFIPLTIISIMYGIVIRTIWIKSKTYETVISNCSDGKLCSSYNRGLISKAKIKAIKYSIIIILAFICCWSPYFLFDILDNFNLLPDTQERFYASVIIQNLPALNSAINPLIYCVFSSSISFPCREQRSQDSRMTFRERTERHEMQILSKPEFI
Epigenetic derep = regulators of epigenetic silencing causing reporter derepression in mouse cells; murine LDR cells, GFP reporter derepression, 30 h; Potency, µM (highest dose often 53.9 µM), for the others: at the highest dose GFP activation, hits mostly activators; actives 0.2% (n = 280,000); AID 1865; note: potency is the fitted concentration of half-maximal effect; % of control where 0% means no effect; nearly all actives have a fitted effect of over 60% in size
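Reporter derepression read as number of fluorescent GFP-positive objects, 20-120 um in size, counted by laser-scanning cytometer. Mouse LDR line with an epigenetically silenced CMV-GFP locus; compound incubation 30 h, 37 C.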
Tau fibril FP = blocks human tau fibril formation measured by polarization. P10636. K18 P301L tau heparin fibrillization, Alexa594 FP, 6 h. Potency, µM (series often up to 57.7 µM), without a hit: top-dose activity, negative = inhibition, most hits filed as inhibitors. actives 0.39% (n = 280,000). AID 1468; note: potency is the fitted concentration of half-maximal effect; % is set by controls: 0 for no effect and ±100 for the full control effect; nearly all actives have a fitted effect of over 55% in size
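Steps: dispense K18 P301L tau (15 uM plus 0.24 uM Alexa 594 tracer, final) in pH 7 sodium acetate; add compound; add heparin (20 uM final); incubate 6 hr, 37 C; add ThT (30 uM final); after 1 hr ambient, read FP.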
TexasRed fluor = counter-screen for TRb-SRC2 inhibitors: fluorescence interference | TRb/SRC2 Texas Red total fluorescence interference | actives 0.29% (n = 280,000) | Potency, µM (series often up to 106 µM), inactives show top-dose fluorescence change, negative = quenching; active = well fitted curve in either direction with a large enough effect; inconclusive = small, poorly fitted or top-dose-only effect; note: potency is the fitted concentration of half-maximal effect; % is set by controls: 0 for no effect and ±100 for the full control effect
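Human TRβ ligand-binding domain (0.6 uM) and Texas Red SRC2 peptide (20 nM) in Tris buffer with 1 uM T3 and 5% DMSO were incubated with pinned compound for 5 hr at ambient temperature. Total fluorescence was computed as S + 2P (555/632 nm).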
TRb-SRC2 inh = disrupts binding of human TR beta to SRC2; TRbeta-SRC2 peptide binding, fluorescence polarization; receptor liganded with 1 µM T3; Potency, µM (doses to about 106 µM), for the others: top-dose activity change, negative = inhibition, actives largely listed as inhibitors; actives 0.065% (n = 280,000); P10828; AID 1469;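 note: potency is the fitted concentration of half-maximal effect; plate controls were bound peptide for no effect and peptide without receptor for full effect; nearly all actives have a fitted effect of over 50% in size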
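Read-out is fluorescence polarization (555 nm excitation, 632 nm emission) of a Texas Red SRC2 coactivator peptide; loss of signal reflects blocked binding to human TRb ligand-binding domain in the presence of 1 uM T3.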
CBFb RUNX1 block = blocks binding between human CBF-beta and RUNX1. Q01196+Q13951. Potency, µM (doses to about 59.8 µM), for the others: at the highest dose activity, negative = inhibition, most hits filed as inhibitors. AlphaScreen CBFb-His/RUNX1-biotin binding, biochemical. 230,000 tested, under 10 active; note: % of control where 0% means no effect
Target sequence (Q01196 whole entry, looked up): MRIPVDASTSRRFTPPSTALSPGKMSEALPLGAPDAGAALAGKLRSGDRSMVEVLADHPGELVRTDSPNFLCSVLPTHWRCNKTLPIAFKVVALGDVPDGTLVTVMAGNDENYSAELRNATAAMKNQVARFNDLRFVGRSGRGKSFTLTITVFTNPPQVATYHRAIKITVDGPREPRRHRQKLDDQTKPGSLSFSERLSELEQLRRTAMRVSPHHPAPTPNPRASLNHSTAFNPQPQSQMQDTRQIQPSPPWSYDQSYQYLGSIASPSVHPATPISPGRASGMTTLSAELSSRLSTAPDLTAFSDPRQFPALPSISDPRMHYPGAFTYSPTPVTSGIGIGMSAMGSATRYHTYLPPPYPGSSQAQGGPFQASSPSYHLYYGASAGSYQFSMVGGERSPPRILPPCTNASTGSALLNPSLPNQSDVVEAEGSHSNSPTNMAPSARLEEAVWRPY
Target sequence (Q13951 whole entry, looked up): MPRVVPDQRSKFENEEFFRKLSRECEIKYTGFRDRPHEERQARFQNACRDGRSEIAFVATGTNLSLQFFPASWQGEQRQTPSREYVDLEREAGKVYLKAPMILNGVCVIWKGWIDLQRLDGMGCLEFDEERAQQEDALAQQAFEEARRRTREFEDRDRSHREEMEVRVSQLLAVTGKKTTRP
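CBF-beta (His) and RUNX1 (biotin), 30 nM each; 20 min preassociation; + compound, 15 min; + beads 50 ng each (Ni, streptavidin), 90 min; RT; AlphaScreen read.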
Numbers without * were called inactive; ? = inconclusive; . = not tested or not shown; [ ] = remark or other dose. Unless noted, calls come from the whole dose curve; as a rule, active = well fitted curve in the direction sought with a large enough effect; inconclusive = small, poorly fitted or top-dose-only effect, or another doubt; inactive = no such curve, though single readings can be large; an effect the other way counts as inactive or inconclusive. This is a subset. The share of hits here may be higher or lower than overall.

Value order – TRb-SRC2 inh | TexasRed fluor | aGal spleen mod | Tau fluor cs | NPSR antag | CBFb RUNX1 block | Epigenetic derep | Tau fibril FP
COC(=O)c1ccc(S(=O)(=O)N2CCCN(Cc3cccc(Br)c3F)CC2)n1C
    -6% | -1% | 3% | -3%[0.0958 µM] | -9% | 6% | 0.0% | 3%[0.0958 µM]
O=C(c1ccc(SCc2ccco2)c([N+](=O)[O-])c1)N1CCOCC1
    3% | 0% | -5% | 2% | 1% | -2% | -0.8%[10.1 µM] | -2%
COc1ccc(N2CCN(S(=O)(=O)CCNC(=O)c3ccc(OC(C)C)cc3)CC2)cc1
    1% | 0% | . | -9% | . | . | -1.7% | 3%
CCOc1ccccc1-c1n[nH]c(=S)o1
    4% | 1% | 9% | -6% | 23%[46.1 µM] | 0% | 0.8% | -5%
O=C(CN1C(=O)C2C3C=CC(C3)C2C1=O)Nc1ccc2c(c1)OCCO2 (stereo not given)
    4% | 0% | -2% | -2% | -1%[46.1 µM] | 0% | -1.2% | 0%
CCOC(=O)Cn1c(C(=O)OCC)cc2sccc21
    -14% | 2% | 7% | -5% | -10%[46.1 µM] | 6% | -0.2% | -6%
COCC(C)n1c(C)cc(C(=O)COC(=O)CN=C2NS(=O)(=O)c3ccccc32)c1C (stereo not given)
    8% | 0% | -3% | 3% | 23% | 0% | 0.9% | 1%
COC(=O)c1c(NC(=O)Cn2cnc([N+](=O)[O-])n2)sc2c1CCC(C)C2 (stereo not given)
    7% | -1% | -11% | 0% | 14% | 21% | 0.0% | 3%
Cc1ccccc1S(=O)(=O)Cc1ccc(C(=O)N2CCN(c3cccc(C)c3C)CC2)o1
    0% | -4% | -22% | -19% | ? | -6% | -1.1% | -7%
Cc1ccc(NC(=O)COC(=O)CSC(=S)N2CCOCC2)cc1
    2% | -3% | 9% | -5% | 10% | -6% | 1.4% | -4%
CC(=O)Nc1ccc(N=Nc2c(C)[nH]n(C(N)=S)c2=O)cc1
    1% | -7% | -4% | -22% | -41% | -12% | -0.3% | -7%
O=C(CCN1C(=O)C2C3C=CC(C4CC34)C2C1=O)Oc1ccccc1 (stereo not given)
    7% | 1% | -1% | -5% | 1% | 8% | -3.2% | 4%
Cc1oc(C(C)(C)C)c(CN2CCCC2)c1C(=O)O
    -7% | -3% | 0% | 0% | 2%[46.1 µM] | 3% | 2.6% | 3%
O=C(CN1CCOCC1)Nc1ncc(Cc2cccc(Cl)c2)s1
    1% | -3% | -11% | 6% | 2% | -3% | 0.0% | 0%
COc1cc(OC)c(NC(=O)N2CCC(CN3CCOCC3)CC2)cc1Cl
    4% | 2% | . | -7% | . | . | -1.2% | 2%
O=C(CNC(=S)N(Cc1ccccc1Cl)C1CCCC1)NCCCN1CCOCC1
    -5% | -4% | 5% | 3% | 3% | -7% | 1.8% | -2%
S=c1nc(C2CCCCC2)[nH][nH]1
    -7% | 0% | 4% | -2% | -9%[46.1 µM] | 10% | -0.9% | 4%
CCC1CCc2sc(C(=O)O)cc2C1 (stereo not given)
    11% | 1% | 9% | -3% | -6%[46.1 µM] | 0% | -1.9% | -4%
O=C(O)C1CCCCC1C(=O)NCCc1ccc(F)cc1 (stereo not given)
    1% | 0% | -12% | -6% | -7% | 1% | -0.4% | 0%
Cc1nc2ccc(Cl)cc2c(-c2ccccc2F)c1CC(=O)O
    3% | -1% | 7% | 0% | -2% | -14% | -1.5% | -2%

As entered above.
O=C(O)C1CCCCC1C(=O)NCCc1ccc(F)cc1 (stereo not given) in Tau fibril FP: 0%
Cc1ccc(NC(=O)COC(=O)CSC(=S)N2CCOCC2)cc1 in Epigenetic derep: 1.4%
O=C(CN1C(=O)C2C3C=CC(C3)C2C1=O)Nc1ccc2c(c1)OCCO2 (stereo not given) in TRb-SRC2 inh: 4%
CC(=O)Nc1ccc(N=Nc2c(C)[nH]n(C(N)=S)c2=O)cc1 in aGal spleen mod: -4%
COc1cc(OC)c(NC(=O)N2CCC(CN3CCOCC3)CC2)cc1Cl in Epigenetic derep: -1.2%
COC(=O)c1ccc(S(=O)(=O)N2CCCN(Cc3cccc(Br)c3F)CC2)n1C in CBFb RUNX1 block: 6%

Back to the main list with the 2 entries that preceded the break.
Value order – TRb-SRC2 inh | TexasRed fluor | aGal spleen mod | Tau fluor cs | NPSR antag | CBFb RUNX1 block | Epigenetic derep | Tau fibril FP
O=C(O)C1CCCCC1C(=O)NCCc1ccc(F)cc1 (stereo not given)
    1% | 0% | -12% | -6% | -7% | 1% | -0.4% | 0%
Cc1nc2ccc(Cl)cc2c(-c2ccccc2F)c1CC(=O)O
    3% | -1% | 7% | 0% | -2% | -14% | -1.5% | -2%
Cc1ccccc1COCCN1CCN(S(=O)(=O)c2ccccc2)CCC1=O
    0% | -4% | -1% | 11% | -8% | 1% | 0.0% | 0%
COCCCNC(=O)Cn1ncc2ccsc2c1=O
    2% | -1% | 2% | -9% | -9%[46.1 µM] | 0% | -0.2% | 3%
Cc1ccc(N(CC(=O)Nc2ccc(C)cc2C)S(=O)(=O)N2CCCC2)cc1
    -3% | 0% | -6% | -9% | -13%[46.1 µM] | 8% | -1.0% | 13%
CC1O[C@@H](O[C@@H]2C(O)C[C@H](O[C@@H]3C(O)C[C@@H](OC4CC[C@@]5(C)C6CC(O)[C@@]7(C)C(C8=CC(=O)OC8)CC[C@@]7(O)C6CC[C@@H]5C4)OC3C)OC2C)CC(O)[C@H]1O (stereo not given in full)
    -4% | 0% | 3% | -4% | . | 6% | 0.0% | 5%
CCOC(=O)C1C(=O)CC(C)(O)C(C(=O)OCC)C1/C=C/c1ccccc1 (stereo not given)
    6% | -8% | 7% | -13% | -13%[46.1 µM] | 5% | -1.6% | 11%
O=[N+]([O-])c1ccccc1CN1CCN(Cc2c[nH]c3ccccc23)CC1
    0% | -1% | -1% | -6% | 0% | ? | -1.4% | 5%
CCOC(=O)CSC1=C(C#N)C(c2ccc(C)cc2)C2=C(CCCC2=O)N1 (stereo not given)
    -3% | 4% | 10% | -16% | -12%[46.1 µM] | 4% | -1.1% | ?
O=C(Nc1ccc(F)cc1C(F)(F)F)C1CCN(c2ncccn2)CC1
    5% | 0% | . | -2% | . | . | -2.7% | 3%
O=C(C[n+]1cc(-c2ccccc2)n2c1CCC2)Nc1nc(-c2ccc(F)cc2)cs1
    12% | -1% | 10% | -7% | -5% | 2% | 0.0% | 2%
Cc1cc(C)nc(N(C#N)CCOc2ccc(Cl)cc2)n1
    -1% | -7% | 6% | 0% | -16%[46.1 µM] | -4% | 0.0% | 2%
CCCn1c2ccccc2c2cnn(CC(=O)NCCc3ccc(OC)cc3OC)c(=O)c21
    4% | -1% | . | -5% | . | . | -1.2% | -4%
CCOC(=O)c1ccc(N2C(=O)c3n[nH]c(C)c3C2c2ccccc2OC)cc1 (stereo not given)
    -5% | -1% | . | -18% | . | . | 0.1% | -20%
Cc1ccccc1OCC(=O)NCCc1nc2ccccc2[nH]1
    -2% | 1% | 4% | -9% | 4% | 4% | 1.9% | -8%
Cc1ccc(NC(=O)CN2CCN(C3CCCCC3)C(=O)C2=O)cc1C
    0% | -2% | . | 1% | . | . | -5.5% | -6%
O=C1CC(=O)N(Cc2cccs2)C(=O)N1
    -25% | 4% | -1% | -17% | -7%[46.1 µM] | 4% | 3.6% | ?
Cc1ccc(C)c(NC(=O)c2nnn(Cc3ccccc3C)c2N)c1
    3% | -3% | -7% | ? | -24%[46.1 µM] | 3% | -1.2% | -4%
COc1ccc(C(c2nnnn2CCc2ccccc2)N2CCN(C3CCCC3)CC2)cc1 (stereo not given)
    -9% | 2% | 9% | 10% | -2%[46.1 µM] | 2% | 9.1% | 6%
CCC(CCC(=O)Nc1cccc([N+](=O)[O-])c1)C(=O)O (stereo not given)
    4% | -2% | 11% | 2% | 9% | 11% | -1.9% | 3%
CCCOc1ccc(-c2cccc(NS(=O)(=O)c3cc(OC)ccc3OC)c2)nn1
    -3% | -6% | . | -18% | . | . | 1.7% | -8%
O=S(=O)(NCc1ccccc1)c1cccc2nonc12
    -6% | 1% | 2% | 1% | 2%[46.1 µM] | -6% | -0.7% | 0%
COc1ccc(C=O)cc1Cn1c(C)cc(C)c(C#N)c1=O
    -4% | 1% | 5% | -2% | -8% | 0% | -3.0% | -1%
Cc1cc(N2CCN(C/C=C/c3ccccc3)CC2)n2ncnc2n1
    -14% | 0% | 1% | -3% | -18%[46.1 µM] | -10% | -0.7% | -7%
Cc1nc(NC(=O)CC(C)C)sc1-c1csc(Nc2ccc(Cl)cc2)n1
    0% | 2% | 2% | 11µM*[quencher] | -25%[46.1 µM] | -13% | -2.5% | 6%
COc1ccc(OC(C)C(=O)N2CCC(C)CC2)cc1 (stereo not given)
    -6% | -3% | -6% | -9% | 0%[46.1 µM] | -4% | -2.6% | -3%
N#C/C(=C\c1ccc[nH]1)S(=O)(=O)c1ccccc1
    -19% | -1% | -4% | -7% | -9%[46.1 µM] | 6% | -2.0% | -3%
O=C1CC(Cc2ccccc2)C(=O)N1c1ccccn1 (stereo not given)
    5% | -4% | 0% | -3% | 53% | 7% | 2.4% | 9%
O=C(CSCc1ccc(F)cc1)NCc1ccco1
    -23% | 1% | 3% | -3% | 0%[46.1 µM] | -11% | -2.8% | 4%
Cc1ccc(NC2=NC(c3ccc(F)cc3)n3c(nc(C)cc3=O)N2)c(C)c1 (stereo not given)
    -7% | -5% | 10% | 3% | 6% | 6% | 0.1% | 9%
CCNC(=S)NS(=O)(=O)c1ccccc1
    5% | 2% | 9% | -3% | 4%[46.1 µM] | 4% | 0.0% | -2%
